# Pin1 inh = qHTS Assay to Find Inhibitors of Pin1; Peptidyl-prolyl cis-trans isomerase NIMA-interacting 1 (Homo sapiens), Q13526; 390,000 compounds, 0.009% hits; Potency, µM (top dose mostly 115 µM), inactives show at the highest dose activity, negative = inhibition, actives largely listed as inhibitors; Pin1 FP peptide displacement, HiFluor488, 10 min; AID 504891, 2011; active = well fitted inhibition curve with a large enough effect in the polarisation, with a control signal flat, not every such curve was filed as active; inconclusive = small, poorly fitted or top-dose-only effect, or effect the other way, or a change in a side signal; inactive = no such curve, though single readings can be large or run the other way; the % refers to the polarisation; note: potency is the fitted concentration of half-maximal effect; % is set by controls: 0 for no effect and ±100 for the full control effect
# JMJD2A Tudor = qHTS Assay for Inhibitors of JMJD2A-Tudor Domain | Lysine-specific demethylase 4A (Homo sapiens), O75164 | Potency, µM (top dose mostly 114 µM), for the others: at the top dose activity change, negative = inhibition, most hits filed as inhibitors | 390,000 compounds, 4.4% hits | AlphaScreen JMJD2A-Tudor / H3K4me3 peptide binding; note: potency is the fitted concentration of half-maximal effect; % is set by controls: 0 for no effect and ±100 for the full control effect; nearly all actives have a fitted effect of over 50% in size
# GLS inhibitor = qHTS for Inhibitors of Glutaminase (GLS) | Potency, µM (titrated, usually from 45.5 µM), inactives show at the highest dose activity change, negative = inhibition, usual class: inhibitors | 410,000 compounds, 0.21% hits | Glutaminase kidney isoform, mitochondrial (Homo sapiens), O94925 | AID 624170, 2012 | GLS enzymatic activity, qHTS titration; note: potency is the fitted concentration of half-maximal effect; % is set by controls: 0 for no effect and ±100 for the full control effect
#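 Coupled fluorescence readout: glutamate oxidase/HRP/Amplex Red detect glutamate formed by hKGA from L-glutamine (1 mM solution added). Buffer 45 mM KH2PO4 pH 8.2, 0.02% Tween-20; reads at t0 and 30 min RT.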
# HP1b binding inh = HTS for Inhibitors of HP1-beta Chromodomain Interactions with Methylated Histone Tails | 390,000 compounds, 0.56% hits | Potency, µM (series often up to 114 µM), inactives show at the highest dose activity change, negative = inhibition, hits mostly inhibitors | AlphaScreen HP1-beta / biotin-H3K9me3 peptide binding | AID 540317, 2011; note: potency is the fitted concentration of half-maximal effect; nearly all actives have a fitted effect of over 70% in size; inactives centre near 23
#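 Compound inhibition of the preformed complex between 50 nM HP1-beta and 50 nM biotinylated H3K9me3 peptide was read by AlphaScreen. Buffer was PBS pH 7.4 with 0.01% Tween-20. Incubations ran 30 min at room temperature, with 10 ug/mL donor/acceptor beads.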
# ERG Ets-DNA blk = qHTS for Small Molecule Inhibitors of the ERG Ets/DNA interaction | 370,000 compounds, 0.028% hits | fluorescence polarization, His-ERG Ets domain / labelled DNA | Transcriptional regulator ERG (Homo sapiens), P11308 | Potency, µM (top dose mostly 76.9 µM), for inactives: at the top dose FP activity, negative = inhibition, actives largely listed as inhibitors; active = well fitted inhibition curve with a large enough effect in the polarisation, with a control signal flat; inconclusive = small, poorly fitted or top-dose-only effect, or effect the other way, or a change in a side signal; inactive = no such curve, though single readings can be large or run the other way; the % refers to the polarisation;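 note: polarization taken with two DNA probes labelled with fluorescein and Texas red; potency is the fitted concentration of half-maximal effect; % of control where 0% means no effect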
# Target sequence (P11308 whole entry, looked up, the tested form may be a part): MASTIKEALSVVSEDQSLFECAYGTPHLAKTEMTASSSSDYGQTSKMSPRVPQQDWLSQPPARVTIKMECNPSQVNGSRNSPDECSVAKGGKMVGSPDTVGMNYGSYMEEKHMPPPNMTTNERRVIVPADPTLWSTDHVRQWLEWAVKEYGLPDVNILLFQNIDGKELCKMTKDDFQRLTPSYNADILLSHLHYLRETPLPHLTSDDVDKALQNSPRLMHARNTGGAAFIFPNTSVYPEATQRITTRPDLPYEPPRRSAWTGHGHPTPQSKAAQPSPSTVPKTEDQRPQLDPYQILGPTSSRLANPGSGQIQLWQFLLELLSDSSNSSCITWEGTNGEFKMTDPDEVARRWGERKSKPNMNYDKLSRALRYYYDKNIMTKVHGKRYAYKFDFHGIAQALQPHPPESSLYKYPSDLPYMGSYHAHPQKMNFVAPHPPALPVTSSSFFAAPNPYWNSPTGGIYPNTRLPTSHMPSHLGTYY
#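 His-tagged ERG Ets domain (1 uM in the protein solution; 300mM KCl, 50mM Tris-HCl, 1mM EDTA, 1mM DTT, pH 7.5) received compound, then a probe mix of 5 nM fluorescein-DNA and 100nM Texas-615-DNA. Fluorescence polarization was read for both dyes.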
# BAZ2B inh = qHTS Assay for Inhibitors of BAZ2B | Bromodomain adjacent to zinc finger domain protein 2B (Homo sapiens), Q9UIF8 | AlphaScreen BAZ2B-H3K14Ac peptide displacement | Potency, µM (titrated, usually from 114 µM), without a hit: at the top dose activity change, negative = inhibition, most hits filed as inhibitors | 360,000 compounds, 4.4% hits; note: potency is the fitted concentration of half-maximal effect; % is set by controls: 0 for no effect and ±100 for the full control effect; nearly all actives have a fitted effect of over 60% in size
#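 Compounds, titrated to a top concentration of 110 uM, were incubated 30 min at room temperature with preformed BAZ2B/acetyl-K14 H3 peptide complex (50 nM each). Proximity signal was measured by AlphaScreen after 20 min with beads.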
# PI4K2A block = qHTS for small molecular inhibitors of PI4K2A; purified PI4K2A, ADP-Glo luminescence, 1 h; active compounds read low; activity change, negative = inhibition, % at 76.9 µM; 420,000 compounds, 0.13% hits; Phosphatidylinositol 4-kinase type 2-alpha (Homo sapiens), Q9BTU6; in the data active = activity change below about -50%; inconclusive = mostly about -30% to -49%;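 note: -100% = wells without enzyme as full effect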
# Target sequence (Q9BTU6 whole entry, looked up): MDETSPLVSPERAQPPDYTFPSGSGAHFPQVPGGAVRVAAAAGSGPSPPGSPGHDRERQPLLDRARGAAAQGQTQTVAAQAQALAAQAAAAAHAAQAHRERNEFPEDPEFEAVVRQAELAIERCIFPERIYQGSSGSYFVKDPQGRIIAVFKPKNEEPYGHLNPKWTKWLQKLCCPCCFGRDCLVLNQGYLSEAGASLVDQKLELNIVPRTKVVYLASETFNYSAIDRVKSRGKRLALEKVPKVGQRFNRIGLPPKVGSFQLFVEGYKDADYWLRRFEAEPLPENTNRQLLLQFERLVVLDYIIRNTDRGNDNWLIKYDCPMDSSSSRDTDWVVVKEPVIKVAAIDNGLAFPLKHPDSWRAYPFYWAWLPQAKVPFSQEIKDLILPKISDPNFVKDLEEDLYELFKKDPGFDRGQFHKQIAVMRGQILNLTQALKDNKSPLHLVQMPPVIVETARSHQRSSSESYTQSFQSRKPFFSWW
#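 Compounds are screened against recombinant PI4K2A using PI as substrate and ATP, the latter dispensed at 300 microM. Reactions run one hour at ambient temperature before ADP-Glo detection; full inhibition defined by wells lacking enzyme.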
# PGK inhibitor = qHTS Assay to Find Inhibitors of Phosphoglycerate Kinase; Phosphoglycerate kinase, glycosomal (Trypanosoma brucei brucei), P07378; PGK/GAPDH coupled, Kinase-Glo luminescence, 60 min; Potency, µM (top dose mostly 57.5 µM), for the others: at the top dose activity change, negative = inhibition, hits mostly inhibitors; 380,000 compounds, 0.043% hits; note: potency is the fitted concentration of half-maximal effect; % is set by controls: 0 for no effect and ±100 for the full control effect; nearly all actives have a fitted effect of over 60% in size
#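 Recombinant glycosomal PGK reaction used 1,3-bisphosphoglycerate generated in-well by GAPDH (100nM final) in 100mM TEA pH 7.6, 5mM MgCl2, 0.01% Tween-20. After 60 minutes at room temperature, ATP was read by Kinase-Glo Plus luminescence end-point.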
# G9a block = qHTS Assay for Inhibitors of Histone Lysine Methyltransferase G9a; G9a H3K9 monomethylation, AlphaScreen, 2 h; Potency, µM (highest dose often 102 µM), inactives show at the highest dose activity, negative = inhibition, most hits filed as inhibitors; 350,000 compounds, 8.8% hits; note: potency is the fitted concentration of half-maximal effect; % is set by controls: 0 for no effect and ±100 for the full control effect; nearly all actives have a fitted effect of over 75% in size
#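 Step 1: enzyme (final 20 nM) with compound, 15 min RT. Step 2: substrate peptide 500 nM and SAM 20 uM, 2 h RT. Step 3: anti-H3K9me1 antibody and AlphaScreen beads, 10 min, then plate read.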
# * = called active by the depositor; i = inactive; ? = inconclusive; nt = no result given; [ ] = another dose, or the depositor's remark. Unless noted, calls come from the whole dose curve; as a rule, active = well fitted curve in the direction sought with a large enough effect; inconclusive = small, poorly fitted or top-dose-only effect, or another doubt; inactive = no such curve, though single readings can be large; an effect the other way counts as inactive or inconclusive.
canonical_smiles,BAZ2B inh,G9a block,GLS inhibitor,PGK inhibitor,JMJD2A Tudor,ERG Ets-DNA blk,Pin1 inh,PI4K2A block,HP1b binding inh
CN(C)C(=O)CSc1nnc(-c2cccs2)n1-c1ccccc1,-19%,-4%,12%,-7%,3%,-8%,?,10,14%
CCCCN(C)CCNC(=O)C1CCN(S(=O)(=O)c2cccc3nsnc23)CC1,-21%,26%,3%,-6%,-13%,-12%,-5%,0,30%[57 µM]
Cc1cc(S(=O)(=O)NCCCn2ccnc2)c(C)cc1Cl,-8%,nt,-2%,-1%,-28%,4%,6%,2,28%
O=C(CSc1nnc(CNC(=O)c2ccco2)o1)NC1CCCC1,14%,14%[59 µM],11%,i,1%,7%,0%,-3,53%[activator]
COc1ccc2nc3oc(C(=O)N4CCN(c5cc(C)ccc5C)CC4)cc3cc2c1,nt,-28%[59 µM],-17%,-1%,-8%,-13%,-13%,-1,17%
CCCc1[nH]n(-c2ccc([N+](=O)[O-])cc2)c(=O)c1C=NCCCn1ccnc1,50µM*,16%[12.7 µM],-10%,-16%,-26%,110%[activator],7%,-8,-12%
COc1ccc(N(C(=O)c2ccco2)C(C(=O)NC2CCCC2)c2ccc(N(C)C)cc2)cc1 (stereo unspecified),50µM*,79µM*,34%[activator],0%,?,3%,-1%,-9,-26%
O=C(Cn1ncc2c3ccccc3n(Cc3ccccc3)c2c1=O)NCCCN1CCCC1=O,-13%,nt,-1%,0%,-8%,-2%,11%,0,22%
Cc1ccnc(NS(=O)(=O)c2ccc(NC(=O)Cc3ccccc3)cc2)n1,-4%,?,1%,-2%,-12%,-6%,2%,0,30%
O=C(COc1ccccc1)Nc1ccccc1F,1%,-4%[0.501 µM],-3%,-12%,1%,11%,3%,-4,71%[activator]
CN(C)c1ccc(C(=S)N2CCOCC2)cc1,nt,3%[59 µM],34%[activator],i,1%,2%,0%,5,23%
S=C(Nc1ccccc1Cl)N1CCCC(c2ccccc2)=N1,4%,104%[activator],-13%,-10%,18%,-1%,11%,-1,63%[activator]
COCCN(Cc1ccc(C)c(Br)c1)C(=O)Cn1cnc(S(=O)(=O)N2CCCC2)c1,-37%,-17%,26%,-2%,?,-4%,-5%,11,-17%
Cc1cc(C)nc(-n2nc(C)c3c2NC(=O)CC3c2ccccc2OC(C)C)n1 (stereo unspecified),-8%,-8%[59 µM],-12%,-10%,-20%,0%,-5%,-2,21%
COc1cc2c(cc1NC(=O)CSc1nnc(COc3ccc(Cl)cc3)n1C)oc1ccccc12,?,-10%[59 µM],0%,-9%,-30%,2%,22%,3,-9%
CN(C(=O)CSc1nnc(-c2ccc(F)cc2)n1C)C1CCS(=O)(=O)C1 (stereo unspecified),nt,nt,1%,i,-8%,-7%,-11%,-3,23%
O=C(c1ccco1)N1CCN(C(=O)c2ccc(CS(=O)c3ccc(F)cc3)o2)CC1 (stereo unspecified),-1%,0%,10%,1%,3%,-6%,4%,1,17%
O=C(O)CCc1ccc(-c2ccc(Br)cc2)n1-c1ccccc1O,-37%,?,37%[activator],i,-30%,0%,7%,0,-4%
Cc1[nH]n(-c2ccccc2)c(=O)c1N=Nc1ccc2c(c1)OCCO2,6.3µM*,7.1µM*,1%,-8%,22µM*,1%,2%,-6,?
Cc1ccc2nc(SCC(=O)Nc3ccc(F)cc3F)nc(=O)n2c1,-3%,5%[0.501 µM],-4%,-5%,-5%,-11%,-2%,1,16%
COc1cc2c(cc1OC)C(=S)NC1(CCCC1)C2,-27%,-4%,1%,-6%,-9%,0%,-5%,-1,-5%
c1ccc(-c2cc(-c3ccncc3)nc3ccc4ccccc4c23)cc1,6%,29%[59 µM],-2%,i,-5%,-4%,2%,-1,43%[activator]
CCCn1c(=O)c2ccccc2n2c(SCCOc3ccc(OC)cc3)nnc12,2%,-5%[59 µM],-6%,-10%,-7%,8%,-1%,-4,3%
CC(=O)N[C@@H](Cc1ccc(O)cc1)CN1C(N)=NC[C@@H]1CC(C)C,0%,nt,5%,0%,-18%,-7%,-6%,4,47%[activator]
Cc1c(NS(=O)(=O)c2ccc3c(c2)c(=O)n(C)c(=O)n3C)c(=O)n(-c2ccccc2)n1C,?,-11%,-12%,-4%,-1%,1%,0%,-2,40%[activator]
CCN(CC)c1ccc(/C=N/N2CCOCC2)c(O)c1,-34%,?,13µM*,-5%,-26%,22%,11%,5,6%
O=C(COC(=O)CCC(=O)c1ccc(F)cc1)NCCc1ccccc1,nt,nt,4%,-2%,-21%,6%,-8%,2,-12%
CC(C)[C@H](NC(=O)[C@@H]1Cc2ccccc2CN1)C(=O)Nc1ccc2c(c1)OCCO2,-23%,?,-5%,-1%,-14%,-6%,-11%,-5,20%
Cc1ccc2nc3nc(NCC4CCCO4)c(C(=O)NC4CCCC4)cc3c(=O)n2c1 (stereo unspecified),-7%,12%[59 µM],-12%,i,-6%,3%,?,-3,38%
Cc1occc1C(=O)N/N=C/c1ccc[nH]1,nt,nt,12%,-9%,-1%,-1%,20%,-4,38%

# Additional entries.
canonical_smiles,BAZ2B inh,G9a block,GLS inhibitor,PGK inhibitor,JMJD2A Tudor,ERG Ets-DNA blk,Pin1 inh,PI4K2A block,HP1b binding inh
COc1ccc(-c2nc3ccccc3n3c(-c4cccc(C)c4)c4c(=O)n(C)c(=O)n(C)c4c23)cc1,1%,0%[59 µM],-2%,-9%,-16%,-1%,1%,4,14%
CCc1c(C)nc2ncnn2c1NCCc1ccc(Cl)cc1,0%,-9%[0.501 µM],7%,-9%,-9%,3%,-7%,3,15%
COc1ccc(-c2nc(CS(=O)(=O)CC(=O)NC3CCCCC3C)c(C)o2)cc1 (stereo unspecified),-23%,13%,-11%,-8%,?,-11%,-4%,7,2%
Cc1ccc(S(=O)(=O)N2CCN(C(=O)CN3C(=O)NC(C)(CCC(C)C)C3=O)CC2)c(C)c1 (stereo unspecified),nt,nt,7%,-7%,-9%,7%,-11%,-1,31%
Cc1cccc(C)c1NC(=O)C1CCCN1S(=O)(=O)c1ccc(-c2ccc(=O)[nH]n2)s1 (stereo unspecified),-4%,10%,-15%,i,?,-2%,-5%,-1,-13%
O=C1c2ccccc2C(Nc2ccc(-c3nc4ccccc4[nH]3)cc2)N1Cc1ccco1 (stereo unspecified),-33%,?,4%,i,-36%,5%,18%,1,22%
Cn1c(=O)c2cc(C(=O)NCCCN3CCN(c4ccc(F)cc4)CC3)sc2c2ccccc21,nt,-49%[59 µM],-7%,i,-24%,10%,4%,2,18%
Cc1sc(NC(=O)CN(Cc2ccc(F)cc2)C(=O)C(C)(C)C)c(C(N)=O)c1C,6%,-18%,0%,-5%,-1%,-4%,-3%,-1,29%
CCC(C)c1ccc(NC(=S)NC2CCN(Cc3ccccc3)CC2)cc1 (stereo unspecified),-32%,-16%[59 µM],-5%,-3%,?,-3%,-3%,2,-17%
COC(c1ccc(Cl)cc1)(c1ccc(Cl)cc1)C(Oc1nc(C)cc(C)n1)C(=O)O (stereo unspecified),-25%,2%,9%,-2%,2%,-4%,-1%,1,40%[activator]
COc1ccc(/C=N/NC(=O)c2ccc(-c3ccccc3)cc2)cc1O,5%,-1%[59 µM],16%,-1%,-10%,13%,0%,-3,14%

# Complete entries as entered above:
# `CCc1c(C)nc2ncnn2c1NCCc1ccc(Cl)cc1` across the screens: BAZ2B inh = 0%; G9a block = -9%[0.501 µM]; GLS inhibitor = 7%; PGK inhibitor = -9%; JMJD2A Tudor = -9%; ERG Ets-DNA blk = 3%; Pin1 inh = -7%; PI4K2A block = 3; HP1b binding inh = 15%
# `Cc1cccc(C)c1NC(=O)C1CCCN1S(=O)(=O)c1ccc(-c2ccc(=O)[nH]n2)s1` (stereo unspecified) across the screens: BAZ2B inh = -4%; G9a block = 10%; GLS inhibitor = -15%; PGK inhibitor = i; JMJD2A Tudor = ?; ERG Ets-DNA blk = -2%; Pin1 inh = -5%; PI4K2A block = -1; HP1b binding inh = -13%

# Ordered by count of non-hydrogen atoms (high to low): part of the list above
canonical_smiles,BAZ2B inh,G9a block,GLS inhibitor,PGK inhibitor,JMJD2A Tudor,ERG Ets-DNA blk,Pin1 inh,PI4K2A block,HP1b binding inh
O=C(Cn1ncc2c3ccccc3n(Cc3ccccc3)c2c1=O)NCCCN1CCCC1=O,-13%,nt,-1%,0%,-8%,-2%,11%,0,22%
Cc1c(NS(=O)(=O)c2ccc3c(c2)c(=O)n(C)c(=O)n3C)c(=O)n(-c2ccccc2)n1C,?,-11%,-12%,-4%,-1%,1%,0%,-2,40%[activator]
CC(=O)N[C@@H](Cc1ccc(O)cc1)CN1C(N)=NC[C@@H]1CC(C)C,0%,nt,5%,0%,-18%,-7%,-6%,4,47%[activator]
